CRFR2-BP antag = blocks CRF-induced signaling of the CRF-BP/CRF-R2 complex | HEK293 CRF-R2/CRF-BP, CRF-induced calcium fluorescence | inhibition, % at 11.8 µM | 0.59% of 350,000 active | AID 588475;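 active = inhibition of the ligand-induced calcium signal above about 50% at the single tested concentration, limit read from the data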
CRFBP-R2 agonist = agonists of human CRF-binding protein/CRF-R2 receptor complex; HEK293 CRF-R2/CRF-BP, calcium dye fluorescence (FLIPR); percent of saturating CRF peptide response; activation, % at 13.2 µM; 0.46% of 350,000 active;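 active = activation of at least 50%, plus an integration ratio under a set limit after plate pattern correction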;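 note: plate controls were neutral control wells without compound for no effect and CRF at EC100 for full effect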
M4 ag = agonists of human muscarinic M4 receptor (CHRM4) | CHO-K1 hM4/Gqi5, Fluo-8 calcium fluorescence; vehicle 0%, full acetylcholine response 100% | P08173 | 0.14% of 360,000 active | activation, % at 3 µM;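 active = activation above the run mean over all test wells plus 3 SD, cut at about 32% in these data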;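 note: peak over basal fluorescence ratio per well then scaled between controls; 0% = DMSO wells and 100% = acetylcholine at EC100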
Target sequence (P08173 whole entry, looked up): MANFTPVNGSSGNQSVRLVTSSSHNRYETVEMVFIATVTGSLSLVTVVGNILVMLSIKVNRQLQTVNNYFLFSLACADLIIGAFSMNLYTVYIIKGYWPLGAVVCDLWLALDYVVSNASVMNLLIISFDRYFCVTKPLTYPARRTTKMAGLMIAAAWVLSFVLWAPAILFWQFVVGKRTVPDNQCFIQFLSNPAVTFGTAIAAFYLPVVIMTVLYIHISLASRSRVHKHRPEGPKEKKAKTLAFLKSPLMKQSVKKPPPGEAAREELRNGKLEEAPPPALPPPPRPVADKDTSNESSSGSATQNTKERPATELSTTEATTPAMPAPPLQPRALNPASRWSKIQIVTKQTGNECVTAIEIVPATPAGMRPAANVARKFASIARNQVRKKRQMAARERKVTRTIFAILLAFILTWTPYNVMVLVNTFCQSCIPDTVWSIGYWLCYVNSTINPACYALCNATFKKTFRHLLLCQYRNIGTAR
CHRM4 antagonist = blocks acetylcholine activation of human M4 receptor; P08173; CHO-hM4 cells, ACh EC80, Fluo-8 calcium fluorescence; inhibition, % at 3 µM; 0.73% of 360,000 active;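 active = inhibition above its plate's cutoff, the mean inhibition of sample wells plus 3 SD, cut at about 27% in these data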;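 note: 0% = acetylcholine EC80 with DMSO and 100% = DMSO without agonist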
M5 antag = blocks acetylcholine activation of human M5 receptor; P08912; CHO-hM5 cells, Fluo-8 calcium fluorescence, ACh EC80; inhibition, % at 3 µM; 0.59% of 360,000 active; AID 624040;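 active = inhibition above a per-plate cutoff, the mean of that plate's test compounds plus 3 SD, cut at about 27% in these data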;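 note: 0% = acetylcholine EC80 with DMSO and 100% = DMSO without agonist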
Target sequence (P08912 whole entry, looked up): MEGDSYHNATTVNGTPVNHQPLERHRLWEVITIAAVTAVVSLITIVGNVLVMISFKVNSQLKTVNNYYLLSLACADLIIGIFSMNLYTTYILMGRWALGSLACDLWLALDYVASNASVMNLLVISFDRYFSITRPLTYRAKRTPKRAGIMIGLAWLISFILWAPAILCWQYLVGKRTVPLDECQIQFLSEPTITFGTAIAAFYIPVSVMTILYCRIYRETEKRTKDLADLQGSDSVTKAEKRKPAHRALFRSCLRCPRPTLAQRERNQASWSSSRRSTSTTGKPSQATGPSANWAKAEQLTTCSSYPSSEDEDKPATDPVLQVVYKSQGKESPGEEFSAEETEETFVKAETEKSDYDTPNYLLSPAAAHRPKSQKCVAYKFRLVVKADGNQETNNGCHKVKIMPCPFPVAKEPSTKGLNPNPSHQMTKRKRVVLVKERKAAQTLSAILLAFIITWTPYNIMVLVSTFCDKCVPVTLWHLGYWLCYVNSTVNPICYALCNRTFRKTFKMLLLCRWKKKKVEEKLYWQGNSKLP
IDE cell inh = cellular human IDE inhibition | inhibition, % at 5.59 µM | HEK cells, FAbetaB cleavage, fluorescence polarization | 0.41% of 320,000 active;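 active = percent inhibition above the average of all tested compounds plus 3 SD, set per screening campaign, cut at about 16% in these data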;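 note: IDE supplied by intact live HEK cells; FP after avidin binding of uncleaved biotin substrate so inhibition keeps polarization high; 0% = DMSO wells and 100% = 60 µM reference IDE inhibitor Ii1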
M5 ag = agonists of human muscarinic M5 receptor (CHRM5); P08912; CHO-K1 hM5 cells, Fluo-8 calcium fluorescence; 0% DMSO wells, 100% maximal acetylcholine response; activation, % at 3 µM; 0.19% of 360,000 active;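 active = activation above the run's mean over test compounds plus 3 SD, cut at about 23% in these data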;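 note: signal is peak over basal fluorescence ratio across the kinetic read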
CHRM5 PAM = positive allosteric modulators of human muscarinic M5 receptor | 0.3% of 360,000 active | P08912 | activation, % at 3 µM | CHO-K1 hM5, Fluo-8 calcium, ACh EC20 PAM; 0% = ACh EC20, 100% = ACh EC100;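 active = activation above the run cutoff, the mean activation of all test compounds plus 3 SD, cut at about 18% in these data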
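system = human M5 receptor in CHO-K1 cells | compound = one concentration, 3 µM final (nominal) | schedule = Post-acetylcholine fluorescence recording 140 s | signal = Fluo-8 calcium dye fluorescence, kinetic read | benchmarks = low control EC20 acetylcholine (0%), high control EC100 acetylcholine (100%) | repeats = singlicate, one well per test compound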
CHRM4 PAM = CHRM4 positive allosteric modulation; CHO-K1 hM4/Gqi5, Fluo-8 calcium fluorescence, ACh EC20; 0% = ACh EC20, 100% = maximal ACh; activation, % at 3 µM; 0.4% of 360,000 active;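 active = activation above its plate's cutoff, the mean activation of sample wells plus 3 SD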; note: some results filed as inactive read as strong as hits
An asterisk follows results filed as active; x = not tested or not shown.

Structure,CHRM4 PAM,CHRM5 PAM,CRFBP-R2 agonist,CHRM4 antagonist,CRFR2-BP antag,IDE cell inh,M5 antag,M5 ag,M4 ag
Cc1ccc(S(=O)(=O)NCCCCCC(=O)N(C)C)cc1,-7,4,-3.5,5,4,-6,-3,-3,0
Oc1ccc(Cl)cc1CNn1cnnc1,4,4,-1.7,2,2,-2,3,-2,0
COCCCN(C(=O)Cc1csc(-c2cccc(Cl)c2)n1)c1c(N)n(Cc2ccccc2)c(=O)[nH]c1=O,9,1,0.8,-10,-1,5,0,0,0
COc1cc(C(O)c2nc(-c3cccc4cccnc34)cs2)ccc1F (configuration not stated),-3,0,x,-1,x,x,2,2,8
CCOc1cc(NC(=S)NCCCN(C)C)c(OCC)cc1NC(=O)C1CC1,15,7,-1.6,-13,6,-3,9,-2,1
O=C(c1ccc2c3n(nc2c1)-c1ccc(Cl)cc1CO3)N1CCOCC1,4,1,0.4,1,-1,2,13,1,0
C=CCOC(=O)C(C#N)c1nc2ccccc2nc1N1CCN(Cc2ccc3c(c2)OCO3)CC1 (configuration not stated),4,5,15,-1,-24,1,2,-5,0
COc1ccccc1N(CC(=O)Nc1ccccc1C(=O)NCC(C)C)S(C)(=O)=O,21,-3,-0.1,-13,-12,-4,0,2,2
COc1ccc(NC(=O)c2ccc(C)cc2)cc1,2,2,-2.7,6,9,7,3,2,-1
CC1(C(=O)Nc2ccc(Cl)c(Cl)c2)CCN1C(=O)Cc1cccc2ccccc12 (configuration not stated),1,-6,x,2,x,x,1,0,0
CC(=O)Nc1nc2nc(-c3ccccc3)cc(-c3ccccc3)n2n1,1,11,-1.2,-5,32,3,8,-5,2
O=C(Nc1cccc(O)c1)c1cccc(NC(=O)c2cccs2)c1,-4,-9,0.8,12,-4,5,14,0,8
O=C(NN1CCCCC1)c1cnn2c(C(F)F)cc(-c3ccccc3)nc12,-4,-9,2.8,2,-19,3,-12,-4,1
COC(=O)Cn1c(=NC(=O)c2sc3ccccc3c2Cl)sc2cc(S(N)(=O)=O)ccc21,6,0,2.5,-2,5,20*,3,-5,2
CCOc1ccc(-c2nc(-c3cccs3)c(CC(=O)O)s2)cc1OC,2,-5,-6.5,4,-10,5,11,3,0
COc1ccc([C@@H]2[C@@H]3C(=O)N(C(C)(C)C)C(=O)[C@@H]3[C@]3(Cc4ccc(Cl)cc4)C(=O)N(c4cccc(Br)c4)C(=O)N23)cc1,3,-2,5.1,3,-1,1,12,-1,1
Cc1cc(C(=O)COC(=O)Cc2ccc(Cl)cc2)c(C)n1C,18,-12,-5.7,-4,2,0,11,0,1
COCCN1C[C@@H](CO)O[C@@H](n2cnc3c(NC4CC4)ncnc32)C1,5,3,x,-16,x,x,-7,-1,1
CCOC(=O)c1cnn(-c2ccc(C)cc2)c1N,1,1,-1.2,11,1,9,1,-1,1
C=CCOc1ccc(CN(C)CC(O)COc2cccc3ccccc23)cc1 (configuration not stated),-7,-4,2.9,-13,-18,1,12,-3,7
CCN(CC)S(=O)(=O)c1ccc(NC(=S)NC(=O)C2CCC2)cc1,-5,-9,4.3,-19,-6,x,7,-2,12
NC(=O)CSc1ccc(S(=O)(=O)N2CCCCC2)cn1,-4,3,11,-8,-4,6,7,4,1
O=C(NCC1CCCCC1)c1ccc(Cl)c(S(=O)(=O)N2CCOCC2)c1,2,-4,0.3,0,5,-1,6,1,8
CC(C)(C)SCCNC(=O)c1ccc(Cl)c([N+](=O)[O-])c1,-2,-5,6.5,-6,5,4,-6,-3,3
O=C(CSc1nccn1-c1ccc(Cl)cc1)Nc1ccc2c(c1)OCO2,9,7,-3.0,2,2,2,-4,-4,2
O=C(Cc1ccccc1)NCC(=O)OCC(=O)c1ccc(Cl)c([N+](=O)[O-])c1,-7,-3,-4.2,10,24,8,6,-2,0
CCOC(=O)Cc1cc(=O)[nH]c(/N=C(\N)Nc2ccc(C)c(C)c2)n1,-12,-6,3.5,6,-4,11,11,-1,2
CN(CC1CCCN(CCc2ccc(Cl)cc2)C1)C(=O)c1ccoc1 (configuration not stated),-3,-3,-0.1,1,-3,-1,3,-9,2
O=C(NCCC(c1ccccc1)c1ccccc1)c1cccs1,-1,-6,0.4,-31,33,3,-7,-6,1
O=S1(=O)CC(N2CCSCC2)CN1Cc1cn(Cc2cccc(Cl)c2)nn1 (configuration not stated),1,-1,x,-7,x,x,-3,1,2

Some entries already given with just IDE cell inh:
Molecule	IDE cell inh
O=C(Nc1cccc(O)c1)c1cccc(NC(=O)c2cccs2)c1	5
O=C(NN1CCCCC1)c1cnn2c(C(F)F)cc(-c3ccccc3)nc12	3
COC(=O)Cn1c(=NC(=O)c2sc3ccccc3c2Cl)sc2cc(S(N)(=O)=O)ccc21	20*

Remaining list, next part:
Structure,CHRM4 PAM,CHRM5 PAM,CRFBP-R2 agonist,CHRM4 antagonist,CRFR2-BP antag,IDE cell inh,M5 antag,M5 ag,M4 ag
COc1ccc2nc(SCC(=O)Nc3nonc3C)[nH]c2c1,-2,4,-1.3,1,-3,5,4,1,0
CC(=O)Nc1ccc(S(=O)(=O)NNc2ccc([N+](=O)[O-])cc2)cc1,2,-5,-1.6,10,8,-4,10,1,0
CCOc1ccc(CCNC(=O)CN2CCN(Cc3ccccc3F)C2=O)cc1OCC,3,2,-1.0,-12,3,6,-3,-1,1
Cc1cc(C)n(-c2ncc(-c3ccccc3)nn2)n1,3,0,-1.5,-15,21,-4,-9,0,1
COc1ccc(/C=N/NC(=O)c2ccccc2O)cc1Cn1nnc2ccccc21,-6,-3,-2.0,-2,-3,-5,4,-2,3
CCCCN1C(=O)C(C#N)CC2=C1CC(C)(C)CC2=O (configuration not stated),7,1,-3.0,-3,8,x,-4,0,0
COc1ccc2cc(CCC(C)=O)ccc2c1,1,-4,-1.4,-13,7,3,0,0,1
O=C(O)C1CCCN1S(=O)(=O)c1ccc(Br)s1 (configuration not stated) (tested in a mixture with another compound),1,14,-2.4,0,10,1,-10,-2,1
Cc1ccc(NC(=O)C2CCCN2S(=O)(=O)c2cccc3cccnc23)cc1F (configuration not stated),-8,-2,-1.1,5,12,4,-3,0,2
Cc1cccc(N=C2NC(=O)/C(=C3/C(=O)N(C)c4ccccc43)S2)c1C,2,9,-0.9,-11,16,-7,2,-10,0
O=C1C(=Cc2cn(-c3ccccc3)nc2-c2ccc(OCc3ccc(Cl)cc3)cc2)SC(=S)N1CCS(=O)(=O)O,9,0,x,-4,x,x,0,0,1
COc1ccncc1-c1ccc(C2=CC(=O)CC(C)(C)C2=O)cc1,-3,-1,-0.3,-18,13,x,1,3,14
Cc1ccc(-c2csc(N3CCN(c4cc5c(cc4Cl)nc(-c4ccncc4)n5CCN4CCCCC4)CC3)n2)cc1,14,9,-2.8,-20,17,0,-7,-3,0
CCN(CC(=O)Nc1ccc(OC(F)F)cc1)C1CCCCC1,-17,-12,6.6,1,2,-2,8,-2,1
CC(Nc1cccnc1)=C(C#N)C#N,8,-1,-1.8,-1,-2,3,6,-2,4
[O-][n+]1cccc2cccc(O)c21,2,-3,-1.2,-1,-3,x,17,1,1
O=C(OCc1ccccc1)N1CCc2ccccc21,-2,2,-1.1,-2,3,-5,-5,-3,-1
CCC1(C)CC2(CCCN(CCC(O)(c3ccccc3)c3ccccc3)C2)CCO1 (configuration not stated),-11,1,-1.6,9,-2,5,9,-14,-1
O=C(CCN1N=C(c2ccccc2)CCC1=O)NCC1COc2ccccc2O1 (configuration not stated),-1,-4,-1.8,5,18,0,3,-2,4
CC(=O)c1ccc(OCC(O)CN2CCN(c3ccccn3)CC2)cc1 (configuration not stated),0,-3,-1.1,-2,14,6,1,-4,2
Cc1ccc(NC(=O)CSC(C)C(=O)OCc2cc(=O)oc3cc(O)ccc23)cc1 (configuration not stated),-8,-5,-1.0,-2,-3,x,6,3,13
Cn1c(=O)c2c(ncn2CC(=O)N2CCN(S(=O)(=O)c3ccc(Cl)cc3)CC2)n(C)c1=O,-7,-11,-2.3,5,19,-6,18,-4,3
Cc1cc(=O)nc2c3ccccc3n(C(C)C(=O)Nc3c(F)c(F)c(F)c(F)c3F)n12 (configuration not stated),8,6,0.1,5,-13,-6,-5,-4,0
c1ccc(N2CCN(c3ncccn3)CC2)cc1,20,1,-2.5,5,2,3,4,-2,3
CCc1ccccc1N1CSC2=C(C#N)C(c3ccccc3F)CC(=O)N2C1 (configuration not stated),-4,-7,11,1,-17,0,6,0,0
CC(C)Oc1ccccc1OC1(C)CCN(Cc2ccc(OC(F)(F)F)cc2)C1 (configuration not stated),-3,-4,x,-6,x,x,2,0,0
Cc1ccc(-c2cc3ccccc3nc2N2CCOCC2)cc1,16,8,7.9,-12,-149,7,-9,-5,0
Cc1cc(N2CCOCC2)ccc1/C=C1\NC(=O)N(Cc2ccccc2F)C1=O,0,-5,2.2,-3,-5,-2,8,2,3
C=CCN(CC=C)CCCOc1ccccc1C(=O)OC,0,-4,-0.8,-16,-7,-1,2,-10,1
O=C(CN1C(=O)c2ccccc2S1(=O)=O)NCc1ccccc1,2,4,-1.5,-3,20,3,4,-3,1
CCO[C@H]1OC(C(=O)N2CCOCC2)=C[C@@H](c2cn(C(C)=O)c3ccccc23)[C@@H]1CCCO,11,-2,-2.1,-18,-2,7,2,1,1
O=S(=O)(c1ccccc1)N1CCn2c(nc3ccccc32)C1,-5,-6,-1.6,0,-8,-2,1,2,2
CN(C)S(=O)(=O)c1cccc(NC(=O)CCNC(=O)c2ccccc2Cl)c1,-3,-6,0.2,1,8,11,7,-3,1
Cc1ccc(Sc2ccc(/C=N/O)cc2[N+](=O)[O-])cc1,13,-14,0.1,9,24,0,2,-4,-2
O=C(Cc1c(Cl)cccc1Cl)OCC(=O)N1CCc2ccccc2C1,0,7,0.2,-6,0,-1,-1,-4,1
O=C1C2CC=CCC2C(=O)N1c1ccc(NCCc2ccccc2F)c([N+](=O)[O-])c1 (configuration not stated),2,3,-0.7,-4,-57,0,1,0,2
C=CCN1C=C2C(=O)C(C)(OC(=O)CCC(=O)OC)C(=O)C=C2C=C1C1CC1 (configuration not stated),8,8,1.7,4,-7,-4,-1,-1,1
CN(c1ccc(C(=O)N2CCN(Cc3ccc4c(c3)OCO4)CC2)cc1)S(C)(=O)=O,1,-6,3.0,-6,-6,7,12,-2,2
CC(NS(=O)(=O)c1ccc(Br)cc1)C(=O)NCc1ccco1 (configuration not stated),4,1,-1.0,-7,-18,2,8,-3,0
CCOC(=O)C1CCCN(C(=O)c2cccc(S(=O)(=O)N(Cc3ccccc3)c3ccccc3OC)c2)C1 (configuration not stated),-7,-13,-1.7,-1,51*,6,17,-5,3
CN(C)c1cccc(C(=O)NC2CCCc3ccccc32)c1 (configuration not stated),-5,8,-2.1,0,13,2,-7,-4,2

Screens: PubChem BioAssay, several laboratories
